C2C12 statin: suppressors of simvastatin-induced myotoxicity in C2C12 myotubes | ATP luminescence, 48 h; scaled: DMSO 0, geranylgeraniol control 100 | rescue of ATP level, % at 7.49 µM | actives 0.78% (n = 330,000);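 active = mean ATP rescue above about 67%, or every replicate alone reaching that limit, limit read from the data, passing the limit was not always enough; inconclusive = no clear call, values can overlap the other calls; inactive = mean under the limit and some replicate under it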;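 also: myotubes were challenged with 10 µM simvastatin during compound exposure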
PglD DTNB: inhibitors of Campylobacter jejuni PglD acetyltransferase; AID 602405; actives 0.098% (n = 360,000); inhibition, % at 12.5 µM; purified PglD enzyme, DTNB colorimetric CoA detection; in the data active = inhibition above about 16%, passing the limit was not always enough; inconclusive = no clear call, values can overlap the other calls; also: strong numbers were not always called active
E-selectin induc: induces E-selectin expression in human endothelial cells; P16581; HUVEC E-selectin immunofluorescence imaging; normalized: neutral wells 0, TNF-alpha wells 100; activation, % at 7.58 µM; actives 0.37% (n = 260,000);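 active = mean E-selectin-positive cell signal at least 10% of the positive control, reached in at least 60% of replicates, without over 20% cell loss; inconclusive = no rule given, readout overlaps actives, possibly toxicity-flagged; inactive = the rest, including those meeting only one limit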;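 also: in these data hits start at about 27%; measured in HUVEC primary endothelial cells; signal is the percent of cells scored E-selectin positive by PE staining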
Target sequence (P16581 whole entry, looked up): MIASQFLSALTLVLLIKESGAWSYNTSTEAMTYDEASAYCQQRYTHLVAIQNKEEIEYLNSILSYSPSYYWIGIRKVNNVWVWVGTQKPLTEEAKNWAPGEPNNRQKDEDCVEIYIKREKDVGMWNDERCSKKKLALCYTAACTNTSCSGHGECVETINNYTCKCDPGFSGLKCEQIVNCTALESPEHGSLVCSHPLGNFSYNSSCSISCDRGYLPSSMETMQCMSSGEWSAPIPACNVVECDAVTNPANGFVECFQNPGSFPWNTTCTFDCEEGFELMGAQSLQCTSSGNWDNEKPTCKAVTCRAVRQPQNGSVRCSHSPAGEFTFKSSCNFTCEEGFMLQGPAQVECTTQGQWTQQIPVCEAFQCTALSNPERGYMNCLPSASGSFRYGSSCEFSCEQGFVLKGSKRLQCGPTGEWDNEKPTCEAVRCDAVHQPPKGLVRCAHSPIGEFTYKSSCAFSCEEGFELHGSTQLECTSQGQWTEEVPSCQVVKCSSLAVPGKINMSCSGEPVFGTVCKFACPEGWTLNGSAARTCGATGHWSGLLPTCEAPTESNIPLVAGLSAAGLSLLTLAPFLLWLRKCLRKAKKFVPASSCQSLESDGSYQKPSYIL
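Test system: HUVEC; input: 3,000 HUVEC/well; measured by: immunofluorescence imaging; read-out: % PE-positive cells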
SIRT5 block: inhibitors of human sirtuin-5 desuccinylase; inhibition, % at 15 µM; AID 652115; Purified SirT5, succinyl-peptide AMC, trypsin-coupled fluorescence; actives 1.1% (n = 330,000); Q9NXA8; in the data active = inhibition above about 15%; inconclusive = no clear call, values can overlap the other calls
DENV2 CPE: protects cells from dengue virus 2 cytopathic effect; DENV2-infected cells, cytopathic effect rescue, plate reader; CPE inhibition, % at 9.99 µM; actives 1.7% (n = 350,000); AID 651640; in the data active = CPE inhibition above about 20%, passing the limit was not always enough; inconclusive = no clear call, values can overlap the other calls; tested in BHK-21 cells;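 also: 0% = median of neutral control wells and 100% = median of positive control wells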
ERp5 block: blocks human ERp5 reductase activity on insulin; Q15084; ERp5 insulin aggregation, absorbance 650 nm, 90 min; inhibition, % at 9.99 µM; actives 0.05% (n = 350,000); AID 651711;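 active = mean replicate inhibition above about 25%, with every replicate also reaching it, limit read from the data, passing the limit was not always enough; inconclusive = only one of those two criteria met; inactive = neither criterion met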
Target sequence (Q15084 whole entry, looked up): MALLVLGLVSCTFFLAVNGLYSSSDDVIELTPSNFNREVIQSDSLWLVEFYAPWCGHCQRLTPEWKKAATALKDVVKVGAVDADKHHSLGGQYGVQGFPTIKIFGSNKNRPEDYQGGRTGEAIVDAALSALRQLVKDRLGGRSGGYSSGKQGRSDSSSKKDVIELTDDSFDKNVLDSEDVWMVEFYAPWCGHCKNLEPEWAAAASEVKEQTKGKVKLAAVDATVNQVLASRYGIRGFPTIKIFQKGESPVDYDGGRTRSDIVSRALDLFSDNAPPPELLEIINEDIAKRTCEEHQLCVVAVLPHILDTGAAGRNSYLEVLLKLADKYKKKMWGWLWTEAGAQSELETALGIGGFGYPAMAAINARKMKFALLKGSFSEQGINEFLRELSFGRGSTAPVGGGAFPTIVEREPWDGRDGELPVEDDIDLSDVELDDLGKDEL
S100A4 inh HTS: blocks human S100A4 binding to myosin IIA peptide | P26447 | S100A4/TAMRA-MyoIIA peptide fluorescence polarization | inhibition, % at 10.7 µM | actives 0.14% (n = 360,000) | AID 652163;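 active = mean inhibition of at least 70% across replicates, with every replicate also reaching that level; inconclusive = mean inhibition reaches 70% but some replicates fall short; inactive = mean inhibition below 70%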
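Material: S100A4 monomer protein | Medium: HEPES pH 7.2 with CaCl2, KCl, NaCl, DTT, Triton | Reagent: Labelled myosin peptide probe, 5 nM | Doses: One dose per compound | Times: 5 min incubation before reading | Benchmarks: Neutral control DMSO, positive control TFP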
Starred values were filed as active, the others as inactive; ? = inconclusive; . = no result given. Only part of the results is shown; count on the stated rates, not on these rows.

no. | compound | C2C12 statin | PglD DTNB | E-selectin induc | SIRT5 block | DENV2 CPE | ERp5 block | S100A4 inh HTS
1 | Cc1ccc(S(=O)(=O)Nc2nc3ccccc3nc2NCC2CCCO2)cc1C (centres undefined) | . | 4 | 0.5 | -5 | 3 | 4 | -5
2 | CCCOc1c(Br)cc(C2C3=C(CCCC3=O)N(C)C3=C2C(=O)CCC3)cc1OC | . | . | . | -9 | -9 | -8 | 4
3 | Cc1[nH]ccc(=O)c1OCc1c(F)cccc1Cl | -11 | 1 | 0.3 | -2 | -6 | 0 | 4
4 | CC(C)(Oc1ccc(Cl)cc1)C(=O)NCC1CCCO1 (centres undefined) | 0 | 0 | 0.4 | -4 | 5 | -1 | -13
5 | N=c1c2c(ncn1CCCO)Oc1c(ccc3ccccc13)C2c1ccccc1 (centres undefined) | . | . | 0.1 | -3 | -7 | -1 | 2
6 | CCn1c(C)c(C(C)=O)c(N2CCN(c3ccc(F)cc3)CC2)nc1=S | . | 4 | . | 1 | . | 1 | 3
7 | Cc1ccc(N2C(=O)c3ccccc3C2=O)cc1 | . | 2 | 2.3 | -1 | 1 | 0 | 2
8 | COc1ccc(S(=O)(=O)N2CCOCC2)cc1NC(=O)c1ccncc1 | 0 | 3 | 0.9 | 2 | ? | 2 | -1
9 | C[C@@H]1CN([C@@H](C)CO)C(=O)c2cc(C#Cc3cccc(F)c3)cnc2O[C@@H]1CN(C)C(=O)C1CCC1 | 16 | 3 | 0.0 | 1 | 87* | 1 | 9
10 | CCC(=O)N(C)C[C@H]1Oc2cc(C#CC(C)(C)O)ccc2S(=O)(=O)N([C@H](C)CO)C[C@H]1C | 13 | 22 | 0.7 | 11 | -2 | -4 | 9
11 | C[C@@H]1CCCCO[C@@H](CN(C)C(=O)Nc2ccc(F)cc2)[C@H](C)CN([C@H](C)CO)C(=O)c2cc(NS(=O)(=O)c3ccccc3)ccc2O1 | . | 1 | 0.0 | 1 | -6 | 6 | -4
12 | Cc1ccccc1-c1n[nH]c(=S)n1Cc1ccccc1 | . | . | . | 2 | 18 | 3 | -1
13 | Cc1cc(C)c(C)c(S(=O)(=O)NCCCN2CCOCC2)c1C | . | 3 | . | -2 | 0 | 0 | -3
14 | Cc1ccc(S(=O)(=O)N(C)C[C@H]2Oc3ccc(NS(=O)(=O)c4ccccc4)cc3C(=O)N([C@@H](C)CO)C[C@H]2C)cc1 | . | 1 | -0.1 | 2 | -12 | -7 | -2
15 | O=C(C[C@@H]1CC[C@@H](NC(=O)C2CC2)[C@@H](CO)O1)NCc1ccccc1Cl | 3 | 0 | 0.1 | 0 | -7 | -1 | 3
16 | NC(=O)C[C@H](N)c1cn([C@@H](CC(N)=O)C(=O)N2CCNCC2)nn1 | -1 | 0 | . | . | -8 | -4 | 0
17 | CCCNC(=O)N1C[C@@H]2[C@H](c3ccccc31)[C@H](CO)N2C(=O)c1ccncc1 | -23 | 0 | 0.4 | 0 | 25* | 0 | -27
18 | C[C@@H]1CN([C@@H](C)CO)C(=O)c2cc(NS(=O)(=O)c3cn(C)cn3)ccc2O[C@@H]1CN(C)C(=O)Nc1ccc(C(F)(F)F)cc1 | . | -4 | -3.2 | 4 | -8 | -3 | -10
19 | COc1ccc(-c2ccc3c(c2)O[C@H](CN(C)Cc2ccccc2C(=O)O)[C@@H](C)CN([C@H](C)CO)S3(=O)=O)cc1 | 14 | -6 | 0.5 | -11 | 9 | -10 | -7
20 | C[C@H](CO)N1C[C@H](C)[C@@H](CN(C)CC2CC2)OCCCC[C@H](C)Oc2ccc(NC(=O)Cc3ccccc3)cc2C1=O | . | . | 0.0 | . | 58* | 6 | -8
21 | COc1ccc(N2CCN(C(=O)COC(=O)CNC(=O)c3ccc(C)cc3)CC2)cc1 | 8 | 7 | 7.0 | -5 | 1 | -1 | -3
22 | C=CCN(c1ccccc1)S(=O)(=O)c1cccc(C(=O)NCC(c2ccc(F)cc2)N2CCOCC2)c1 (centres undefined) | 27 | -1 | . | 1 | 6 | -3 | 6
23 | O=c1[nH]c(=S)ccn1C1OC(CO)C(O)C1O (centres undefined) | 11 | -1 | . | 1 | 5 | 0 | -2
24 | C[C@@H]1CCCCO[C@H](CN(C)S(C)(=O)=O)[C@@H](C)CN([C@@H](C)CO)C(=O)c2cc(NC(=O)Nc3ccccc3)ccc2O1 | . | 0 | 0.1 | 3 | . | -4 | 2
25 | CCCNS(=O)(=O)c1ccc(-n2cnnn2)c(OC)c1 | 4 | -6 | . | -3 | -4 | 2 | 2

Rewritten field by field: part of the list above
#5 N=c1c2c(ncn1CCCO)Oc1c(ccc3ccccc13)C2c1ccccc1 (centres undefined)
  C2C12 statin: .
  PglD DTNB: .
  E-selectin induc: 0.1
  SIRT5 block: -3
  DENV2 CPE: -7
  ERp5 block: -1
  S100A4 inh HTS: 2

#6 CCn1c(C)c(C(C)=O)c(N2CCN(c3ccc(F)cc3)CC2)nc1=S
  C2C12 statin: .
  PglD DTNB: 4
  E-selectin induc: .
  SIRT5 block: 1
  DENV2 CPE: .
  ERp5 block: 1
  S100A4 inh HTS: 3

#7 Cc1ccc(N2C(=O)c3ccccc3C2=O)cc1
  C2C12 statin: .
  PglD DTNB: 2
  E-selectin induc: 2.3
  SIRT5 block: -1
  DENV2 CPE: 1
  ERp5 block: 0
  S100A4 inh HTS: 2

#8 COc1ccc(S(=O)(=O)N2CCOCC2)cc1NC(=O)c1ccncc1
  C2C12 statin: 0
  PglD DTNB: 3
  E-selectin induc: 0.9
  SIRT5 block: 2
  DENV2 CPE: ?
  ERp5 block: 2
  S100A4 inh HTS: -1

(more compounds)
no. | compound | C2C12 statin | PglD DTNB | E-selectin induc | SIRT5 block | DENV2 CPE | ERp5 block | S100A4 inh HTS
26 | COc1ccc(C(=O)Nc2ccc(N3CCOCC3)cc2)cc1S(=O)(=O)N1CCOCC1 | -10 | -1 | 0.0 | 3 | -3 | 0 | 5
27 | N#C[C@@H]1[C@H](c2ccccc2)[C@@H](CO)N1C(=O)c1cccnc1 | -12 | -1 | 0.3 | 1 | 12 | -6 | -13
28 | O=C(CN1c2cccc3cccc(c23)S1(=O)=O)Nc1ccccc1F | 2 | -3 | -2.4 | -3 | 11 | 2 | 5
29 | Nc1nc(-c2ccc([N+](=O)[O-])cc2)c(C(=O)Nc2ccc(Cl)cc2)s1 | 4 | -1 | 0.1 | 1 | -7 | 4 | 2
30 | C[C@@H]1CN([C@@H](C)CO)C(=O)c2cc(-c3ccccc3F)cnc2O[C@H]1CN(C)Cc1ccc(F)cc1 | -11 | -1 | -0.4 | 7 | -5 | 10 | 6
31 | COc1ccccc1/C=C/C=N/Nc1cccc(C(=O)O)c1 | 34 | -8 | -0.2 | 8 | 7 | 3 | -6
32 | COCc1cc(Sc2ccc(OC)cc2)nc(-c2ccccc2)n1 | . | . | -1.1 | 7 | 0 | 2 | -11
33 | Cc1nn(C)c(C)c1S(=O)(=O)N1CCC(C(=O)NCCC2=CCCCC2)CC1 | -7 | -4 | -0.2 | . | 2 | -4 | 0
34 | COc1ccccc1NC(=O)Nc1ccc2c(c1)OC[C@@H](C)N(Cc1ccccc1Cl)C[C@@H](C)[C@H](OC)CN(C)C2=O | 12 | 2 | 0.7 | 3 | 1 | 0 | -5
35 | O=C(CCC(=O)N1CCOCC1)NCCc1ccc(Cl)cc1Cl | 1 | -1 | 0.6 | -3 | 0 | -2 | 1
36 | O=C(NC1CCCC1)C(c1ccco1)N1CCC(O)(c2ccc(Cl)cc2)CC1 (centres undefined) | . | . | 0.0 | -4 | -4 | -3 | -3
37 | Cc1ccc(S(=O)(=O)N2CCC(C(=O)OC3CCOC3=O)CC2)cc1C (centres undefined) | 3 | -6 | . | -3 | -5 | -5 | -3
38 | O=C(C[C@H]1CC[C@H]2[C@@H](COC[C@H](O)CN2S(=O)(=O)c2ccccc2)O1)Nc1ccc(-c2ccccc2)cc1 | -9 | 2 | 0.8 | 1 | -8 | 1 | -1
39 | O=C1CN(S(=O)(=O)Cc2ccccc2)C[C@@H]2[C@@H](c3ccc(C#Cc4cccnc4)cc3)[C@H](CO)N12 | . | . | 0.0 | 2 | 1 | 4 | 10
40 | CN(C)S(=O)(=O)c1cccc(COC(=O)c2ccc(Cl)cc2O)c1 | . | . | 0.3 | -2 | 2 | 3 | -3
41 | Cc1noc(C)c1S(=O)(=O)N(C)C[C@H]1OCCCC[C@H](C)Oc2ccc(NC(=O)CCC(F)(F)F)cc2C(=O)N([C@H](C)CO)C[C@H]1C | . | . | -0.1 | 0 | 0 | 0 | -15
42 | Cc1ccc(CNC(=O)[C@H](C)NC(=O)C2CCN(C(=O)[C@@H](N)CC(C)C)CC2)cc1 | 2 | 1 | . | . | -4 | 5 | 3
43 | O=C(Nc1cc(F)ccc1F)N1CC(=O)N2[C@@H](CO)[C@@H](c3ccc(-c4cccnc4)cc3)[C@@H]2C1 | . | . | 0.5 | -2 | 23* | -3 | -13
44 | C[C@H](CO)N1C[C@H](C)[C@H](CN(C)C(=O)CCC(F)(F)F)OCCCC[C@H](C)Oc2ccc(NS(=O)(=O)c3cccs3)cc2C1=O | . | 0 | 0.5 | . | 18 | . | .
45 | CCOC(=O)N1CCN(C(=O)C[C@@H]2C[C@@]3(C(=O)OC)CCCCC=C3N(Cc3ccc(Cl)cc3Cl)C2=O)CC1 | . | . | -0.1 | 5 | 10 | -6 | -5
46 | COc1ccc(S(=O)(=O)Nc2ccc3c(c2)CC(=O)N([C@@H](C)CO)C[C@@H](C)[C@@H](CN(C)Cc2ccc(-c4ccccc4)cc2)O3)cc1 | 23 | 1 | 0.5 | 14 | ? | 0 | 26
47 | Cc1ccc(S(=O)(=O)NCC(=O)NCC(=O)NCCc2ccc(Cl)cc2)cc1C | 0 | -4 | 0.0 | . | -5 | 0 | -3
48 | COc1cccc(-c2ccc(C#N)c(SCC(=O)NCCc3ccccc3)n2)c1 | . | -1 | -1.7 | 2 | 12 | 2 | 0
49 | CC(C)(C)c1ccc(/C=N/Nc2ccc(C(=O)O)cc2)cc1 | . | 5 | . | 4 | 2 | -3 | 3
50 | CCN(CC)CCNC(=O)Cn1nc(Cc2cccnc2)c2ccccc2c1=O | 15 | -1 | -0.5 | 2 | 0 | -3 | -2

no. | compound | C2C12 statin | PglD DTNB | E-selectin induc | SIRT5 block | DENV2 CPE | ERp5 block | S100A4 inh HTS
51 | CC(=O)N1[C@@H]2c3ccc(C4=CCCCC4)c(=O)n3C[C@@H]2[C@@H](CO)[C@@H]1C(=O)Nc1ccccc1 | -4 | -1 | 0.4 | -5 | -4 | 2 | 4
52 | C=CCNc1nnc(Cc2ccc(F)cc2)c(=O)[nH]1 | 8 | -4 | . | -4 | -8 | 6 | -2
53 | CC1(C)CC(=O)C=C(c2cccc3c2Oc2ccccc2S3)C1 | -8 | 1 | -0.1 | 3 | -3 | 3 | 11
54 | Cc1ccc(S(=O)(=O)NCC[C@@H]2CC[C@H](NC(=O)CC3CC3)[C@@H](CO)O2)cc1 | -8 | -1 | -0.2 | 1 | 2 | 2 | 16
55 | Cc1ccccc1S(=O)(=O)N(CC(O)CN1C(=O)NC(C)(C)C1=O)c1ccccc1 (centres undefined) | 23 | 2 | 0.2 | -1 | 6 | 2 | -2
56 | O=Cc1ccc(OCC(=O)N2CCOCC2)cc1 | . | . | . | 4 | 3 | -4 | -9
57 | CN(C)C(=O)c1cccc(-c2ccccc2[C@H]2[C@@H](C#N)N(C(=O)C3CCC3)[C@@H]2CO)c1 | . | . | 0.0 | 6 | -2 | -3 | -21

Assay outcomes from PubChem.
